# From PubChem
# JMJD2E inh: blocks human JMJD2E demethylase activity. B2RXH2. JMJD2E catalytic domain, FDH-coupled NADH fluorescence (FDH is formaldehyde dehydrogenase). Potency, µM (highest dose often 57.1 µM), inactives show at the highest dose activity change, negative = inhibition, most hits filed as inhibitors. 230,000 compounds, 1.6% hits; active = well fitted inhibition curve with a large enough effect, not every such curve was filed as active; inconclusive = small, poorly fitted or top-dose-only effect, or another doubt; inactive = no such curve, though single readings can be large or run the other way;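 also: 0% = wells with enzyme and -100% = buffer wells without enzyme; nearly all actives have a fitted effect of over 50% in size; many of its hits are not listed in these tables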
# Target sequence (B2RXH2 1-337 limits assumed): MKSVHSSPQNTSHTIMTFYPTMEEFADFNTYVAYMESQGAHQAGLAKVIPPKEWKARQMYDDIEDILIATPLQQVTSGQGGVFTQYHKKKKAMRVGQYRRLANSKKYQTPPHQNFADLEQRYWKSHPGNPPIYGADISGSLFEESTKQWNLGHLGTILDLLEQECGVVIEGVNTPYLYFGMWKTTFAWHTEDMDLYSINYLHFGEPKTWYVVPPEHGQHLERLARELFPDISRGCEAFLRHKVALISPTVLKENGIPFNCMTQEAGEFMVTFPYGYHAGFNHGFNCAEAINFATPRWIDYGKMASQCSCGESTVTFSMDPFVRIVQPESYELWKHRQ
# HttQ103 aggreg: mutant huntingtin aggregation inhibition; PC12 HttQ103-GFP aggregates, Acumen cytometry, 40 h; Potency, µM (titrated, usually from 46.1 µM), for inactives: top-dose activity change, negative = inhibition, hits mostly inhibitors; 220,000 compounds, 1.1% hits; AID 1688; also: % is scaled to controls: 0 for no effect and ±100 for the full control effect; nearly all actives have a fitted effect of over 60% in size
#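 Aggregates are detected as GFP objects 1–25 µm with signal 6 STDEV over background in lysates of induced PC12 cells. These carry Huntingtin exon 1 with 103 glutamines fused to GFP under an ecdysone promoter; compounds titrated.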
# Tau fluor counter: counter-screen for tau fibril formation inhibitors | tau K18 P301L Alexa594 fluorescence, heparin fibrillization | 280,000 compounds, 0.93% hits | Potency, µM (doses to about 57.7 µM), for the others: at the highest dose activity change, negative = decrease; also: % is scaled to controls: 0 for no effect and ±100 for the full control effect; nearly all actives have a fitted effect of over 55% in size
#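 Human tau K18 P301L (15 uM unlabeled, 0.24 uM Alexa 594-labeled) in 100 mM sodium acetate pH 7 with 20 uM heparin, 6 hr at 37 C. ThT 30 uM added, 1 hr ambient; Alexa 594 FP and total fluorescence read at 555/632 nm.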
# Tau ThT inhib: tau fibrillization inhibition (ThT binding); 270,000 compounds, 2.1% hits; Potency, µM (doses to about 57.4 µM), inactives show top-dose activity, negative = inhibition, most hits filed as inhibitors; P10636; recombinant tau K18 P301L (four-repeat tau fragment), heparin-induced fibrillization, ThT fluorescence; also: % is scaled to controls: 0 for no effect and ±100 for the full control effect; nearly all actives have a fitted effect of over 55% in size
# Target sequence (P10636 561-689 P618L limits assumed): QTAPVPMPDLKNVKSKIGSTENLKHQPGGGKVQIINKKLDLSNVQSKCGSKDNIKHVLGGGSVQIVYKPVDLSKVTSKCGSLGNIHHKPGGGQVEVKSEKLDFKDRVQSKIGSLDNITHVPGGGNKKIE
#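 Heparin-induced (20 uM) aggregation of recombinant human K18 P301L tau, 15 uM unlabeled with 0.24 uM labeled, pH 7 acetate buffer, 6 hr at 37 C with compound. Fibrils quantified by 30 uM ThT fluorescence after 1 hr ambient incubation.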
# SMN2 splice up: increases expression of the SMN2 splice variant; AID 1458; Potency, µM (doses to about 46.1 µM), for inactives: top-dose activity change, positive = activation, most hits filed as activators; HEK293 SMN2-luciferase splicing reporter, luminescence, 30-36 h; 210,000 compounds, 2.8% hits; also: % of control where 0% means no effect; nearly all actives have a fitted effect of over 55% in size
#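 qHTS luciferase splicing reporter: luminescence rises when SMN2 exon 7 is included in transfected HEK293 cells. Compound exposure lasted 30-36 h at 37C, with 4.5 mM final sodium butyrate as control, followed by a ONE-Glo read.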
# HTT ATP protect: Huntington cell model cytoprotection by ATP luminescence; 230,000 compounds, 0.14% hits; Potency, µM (series often up to 56.4 µM), for the others: cytoprotection (ATP increase), usual class: activators; PC12 HTT-Q103 induced, cytoprotection, ATP luminescence, 40 h;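 also: % of control where 0% means no effect; nearly all actives have a fitted effect of over 45% in size; toxic huntingtin expression switched on by the ecdysone agonist tebufenozide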
#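 ATP quantification (ATPlite) reports survival of PC12 cells in which tebufenozide, 100 nM final, switches on Htt exon 1 with 103 glutamines linked to GFP; compounds are titrated.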
# Tau fibril FP: tau fibrillization inhibition (FP) | P10636 | K18 P301L tau heparin fibrillization, Alexa594 FP, 6 h | Potency, µM (highest dose often 57.7 µM), for the others: at the top dose activity, negative = inhibition, actives largely listed as inhibitors | 280,000 compounds, 0.39% hits | AID 1468; also: % is scaled to controls: 0 for no effect and ±100 for the full control effect; nearly all actives have a fitted effect of over 55% in size
#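 FP of Alexa 594-tau after heparin (20 uM) induction. Substrate: human K18 P301L, 15 uM unlabeled, 0.24 uM labeled. Buffer 100 mM sodium acetate pH 7. 6 hr, 37 C.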
# ALDH1A1 inh: ALDH1A1 (human) enzyme inhibition; P00352; Purified ALDH1A1, NADH fluorescence, propionaldehyde substrate; Potency, µM (top dose mostly 75.3 µM), inactives show at the highest dose activity, negative = inhibition, hits mostly inhibitors; 220,000 compounds, 7.3% hits; AID 1030; active = well fitted inhibition curve with a large enough effect, not every such curve was filed as active; inconclusive = small, poorly fitted or top-dose-only effect, or another doubt; inactive = no such curve, though single readings can be large or run the other way;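 also: plate controls were no enzyme wells and a reference inhibitor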
# Target sequence (P00352 whole entry, looked up): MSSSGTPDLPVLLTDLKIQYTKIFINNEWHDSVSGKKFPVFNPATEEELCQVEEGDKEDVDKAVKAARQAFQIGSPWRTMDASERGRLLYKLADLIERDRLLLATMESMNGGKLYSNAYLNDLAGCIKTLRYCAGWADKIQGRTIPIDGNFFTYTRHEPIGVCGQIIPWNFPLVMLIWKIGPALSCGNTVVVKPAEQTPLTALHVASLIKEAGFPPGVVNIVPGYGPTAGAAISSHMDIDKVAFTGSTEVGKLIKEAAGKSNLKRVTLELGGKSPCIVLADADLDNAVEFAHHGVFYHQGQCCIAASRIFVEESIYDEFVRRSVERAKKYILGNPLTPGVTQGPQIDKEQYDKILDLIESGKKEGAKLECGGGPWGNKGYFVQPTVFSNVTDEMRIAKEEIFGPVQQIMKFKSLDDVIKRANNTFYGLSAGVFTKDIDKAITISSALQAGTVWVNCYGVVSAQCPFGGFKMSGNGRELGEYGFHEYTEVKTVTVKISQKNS
# * hit, by the source's call; ? = inconclusive; · = not tested or not shown; & = joins results of further samples; [ ] = dose if it differs, or a comment. Unless noted, calls follow the shape of the dose curve; as a rule, active = well fitted curve in the direction sought with a large enough effect; inconclusive = small, poorly fitted or top-dose-only effect, or another doubt; inactive = no such curve, though single readings can be large; an effect the other way counts as inactive or inconclusive. Potency is read from the fitted curve at half-maximal effect.
SMILES,JMJD2E inh,HttQ103 aggreg,Tau fluor counter,Tau ThT inhib,SMN2 splice up,HTT ATP protect,Tau fibril FP,ALDH1A1 inh
c1ccc(-c2cnnc(N3CCOCC3)n2)cc1,0%,8%,-8%,-15%,2%,7%,1%,?
Cc1ccnc(-n2c(CCN3C(=O)c4ccccc4C3=O)nc3ccccc3c2=O)c1,-1%,0%,7%,4%,27%,-9%,0%,?
CCCCNC(=S)N/N=C/c1ccc(OCC(=O)Nc2c(C)cc(C)cc2C)c(OC)c1,-10%,-6%,-4%,2%,-42%[inhibitor],0%[10 µM],3%,-1%
Cc1cc(OCC(=O)Nn2cnnc2)ccc1Br,3%,-9%[9.22 µM],5%,1%,-20%,-16%,-4%,0%
Cc1ncoc1C(=O)N1CCc2c([nH]c3ccccc23)C1C1CCCCC1 (stereo unspecified),-28%,4%,-14%,-14%,·,-30%[inhibitor],2%,?
Cc1cc(C)cc(Oc2coc3cc(OC(=O)c4cccs4)ccc3c2=O)c1,?,22%,-10%,?,-3%,1%,-15%,5%
CCN1CCN(CCCNC(=O)c2cc3cc4ccc(OC)cc4nc3o2)CC1,?,3%,3%,8%,-3%,-39%[inhibitor],7%,?
CC(=O)Nc1sc(N/N=C\c2ccccc2)nc1-c1cccs1,-5%,4%,?,10µM*,-49%[inhibitor],13%[10 µM],-6%,?
S=C(NCCC1=CCCCC1)NCc1ccco1,4%,?,-2%,2%,22%,-30%,0%,?
COCCNC(=O)C(c1ccc(C)o1)N(C(=O)c1snc(C(N)=O)c1N)c1ccc(C)c(C)c1 (stereo unspecified),?,12%,-2%,-7%,28%,6%[10 µM],11%,?
CC(C)(C)c1cc(OC(=O)c2ccncc2)ccc1O,-13%,31%,-7%,-9%,-8%,?,-5%,-4%
CN(NC(=O)c1ccc(Cl)cc1)c1nc(-c2ccccc2)nnc1C(F)(F)F,4%,?,-14%,4%,?,-37%,4%,5%
Cc1nnc(NC(=O)C2CCCN(S(=O)(=O)Cc3ccccc3)C2)s1 (stereo unspecified),2%,-3%,-12%,-9%,8%,26%,-13%,-2%
COC(=O)CC(CP(=O)(O)CN(C)C=O)C(=O)OC (stereo unspecified),-2%,-11%[9.22 µM],-2%,-5%,·,-21%[10 µM],5%,·
O=C1C=C(NCCNc2c(F)c(F)c(CO)c(F)c2F)CCC1,4%,9%,-3%,-7%,-23%,-9%,-3%,-5%
c1ccc(N2CCN(c3nc(NCc4ccco4)c4ccccc4n3)CC2)cc1,?,?,25µM*[quencher],?,-22%,18%[10 µM],3%,-9%
Cn1c(Cc2cccs2)nnc1SC/C=C/c1ccccc1,-1%,-2%,-2%,-14%,-19%,0%[10 µM],7%,-5%
CCCCOC(=O)CNc1nnc(SCC(=O)OCC)[nH]c1=O,0%,1%,-2%,?,-12%,11%[10 µM],?,?
O=C(CN1C(=O)CC(c2ccco2)Sc2ccccc21)Nc1ccc(OC(F)(F)F)cc1 (stereo unspecified),·,·,-12%,6%,-2%,·,-16%,·
C#CCSc1n[nH]c(=O)n1-c1cccc(C(F)(F)F)c1,-2%,-25%[9.22 µM],-17%,-3%,·,7%[10 µM],-17%,·

# Two of these compounds, set out differently.
# Below each compound – JMJD2E inh, HttQ103 aggreg, Tau fluor counter, Tau ThT inhib, SMN2 splice up, HTT ATP protect, Tau fibril FP, ALDH1A1 inh
Cc1cc(OCC(=O)Nn2cnnc2)ccc1Br
 : 3%, -9%[9.22 µM], 5%, 1%, -20%, -16%, -4%, 0%
Cc1ncoc1C(=O)N1CCc2c([nH]c3ccccc23)C1C1CCCCC1 (stereo unspecified)
 : -28%, 4%, -14%, -14%, ·, -30%[inhibitor], 2%, ?

# (cont.)
SMILES,JMJD2E inh,HttQ103 aggreg,Tau fluor counter,Tau ThT inhib,SMN2 splice up,HTT ATP protect,Tau fibril FP,ALDH1A1 inh
CCc1nnc(NC(=O)CSc2nnc(-c3ccccc3O)n2CC)s1,-1%,1%,-13%,-10%,5%,-3%,0%,1%
Cc1sc(NC(=O)CN(Cc2ccc(F)cc2)C(=O)C(C)C)c(C(N)=O)c1C,4%,5%,-12%,-8%,-10%,-12%,-6%,8%
Cc1ccn2c(NC3CCCC3)c(-c3ccccn3)nc2c1,1%,?,-28%,-11%,-100%[inhibitor],-136%[inhibitor],8%,?
COc1ccc(NC(=O)CCC(=O)N/N=C/c2cn(C)nc2C)cc1,2%,7%[9.22 µM],-18%,·,·,-5%[10 µM],-4%,·
O=c1onc2cnc3ccccc3n12,?,·,-3%&-13%,?,?,-44%[inhibitor],1%&-2%,?
CCc1c(C)[nH]c2nc3ccccc3n2c1=O,?,-5%,-5%,2%,9%,15%,-7%,?
COc1ccccc1Nc1nc2c(s1)CCC2,-8%,?,-24%,?,-16%,9%[10 µM],?,18µM*
CCCCCNCc1cccn1C,-4%,-18%,-4%,-5%,21%,3%,-1%,8%
CCCN(CCC)C(=O)C1CCN(c2cc(C)nc3c(-c4ccc(Cl)cc4)c(C)nn23)CC1,·,·,-29%,?,2%,·,2%,·
CCOC(=O)C(NC(=O)c1ccccc1)(OCc1ccccc1)C(F)(F)F (stereo unspecified),-3%,-26%,-6%,-5%,-38%,24%[10 µM],-3%,-2%
COc1ccc2[nH]cc(CCNC(=O)C3CCCNC3=O)c2c1 (stereo unspecified),?,-4%,-5%,-11%,-4%,4%,8%,-2%
O=C(NCc1ccc(Cl)cc1)c1ccc(COCC(F)(F)F)o1,0%,-23%,-4%,-4%,-74%[inhibitor],-10%[10 µM],5%,4%
Cn1c(=O)c2c(O)c(C=NCc3ccccc3)c(=O)n(C)c2n(C)c1=O,-3%,-4%[9.22 µM],-6%,-10%,·,5%[10 µM],-9%,3%
COc1ccc(CC(=O)N2CCc3cc(OC)c(OC)cc3C2O)cc1OC (stereo unspecified),?,-4%[9.22 µM],-5%,-3%,·,12%[10 µM],-7%,·
O=C(N/N=C1/C[C@@H](O)[C@@H](O)[C@@H]2[C@@H]3C(=O)N(C[C@@H]4CCCO4)C(=O)[C@H]3CC[C@@H]12)OCc1ccccc1,·,·,-10%[11.6 µM],0%[11.5 µM],·,-44%[inhibitor][10 µM],-8%[11.6 µM],-5%[13.5 µM]
CCn1c(CCn2c3ccccc3c3ccccc32)n[nH]c1=S,?,10%,-15%,-5%,-9%,·,1%,28µM*
CCc1ncc(C(O)c2cccc3ccccc23)n1C (stereo unspecified),0%,-11%,4%,1%,-19%,-7%,-2%,11%
COc1ccc(-c2ccc3ccccc3n2)cc1OC,?,5%,-9%,-17%,14µM*,0%[10 µM],-1%,?
Cc1ccc(S(=O)(=O)N2CCOCC2)cc1NC(=O)COC(=O)c1n[nH]c(=O)c2ccccc12,4%,10%,1%,3%,3%,-28%,1%,12%
CCCCN1C2=NCCCN2c2ccccc21,9%,22%,-2%,-2%,0%,-8%,-10%,7%

# Overlap with the part before: four entries, followed by the next part.
SMILES,JMJD2E inh,HttQ103 aggreg,Tau fluor counter,Tau ThT inhib,SMN2 splice up,HTT ATP protect,Tau fibril FP,ALDH1A1 inh
CCc1ncc(C(O)c2cccc3ccccc23)n1C (stereo unspecified),0%,-11%,4%,1%,-19%,-7%,-2%,11%
COc1ccc(-c2ccc3ccccc3n2)cc1OC,?,5%,-9%,-17%,14µM*,0%[10 µM],-1%,?
Cc1ccc(S(=O)(=O)N2CCOCC2)cc1NC(=O)COC(=O)c1n[nH]c(=O)c2ccccc12,4%,10%,1%,3%,3%,-28%,1%,12%
CCCCN1C2=NCCCN2c2ccccc21,9%,22%,-2%,-2%,0%,-8%,-10%,7%
CC(c1ccco1)N(C(=O)Nc1ccccc1)C1CCCCC1 (stereo unspecified),-2%,29%,-12%,-11%,2%,5%,-2%,9%
OC(CN1CCN(c2cccc(C(F)(F)F)c2)CC1)c1c[nH]c2ccccc12 (stereo unspecified),-5%,?,?,?,-9%,-20%[0.074 µM],6%,?
CSc1ccccc1NC(=S)Nc1ccccc1C(F)(F)F,7%,2%,-4%,-6%,-10%,-8%,1%,6%
C=CCc1cccc(/C=N/NC(=O)CCC(=O)Nc2ccc(F)cc2)c1O,4%,?,-18%,7%,-94%[inhibitor],-11%[10 µM],?,1%
CCSc1nnc(NC(=O)CCCOc2ccc(C)cc2)s1,-5%,-1%,-18%,-16%,1%,0%,-13%,2%
Cc1cc(C)c(S(N)(=O)=O)c(C)c1-n1cnnn1,4%,11%,6%,-3%,9%,-7%,4%,16%
O=C(CCCN1C(=O)/C(=C/c2ccccc2Cl)SC1=S)NNC(=O)c1ccc(Cl)cc1Cl,-12%,-4%[9.22 µM],2%,0%,·,-3%[10 µM],0%,·
CC(=O)Cn1c(C(F)(F)F)nc2ccccc21,8%,1%,-10%,-7%,-4%,6%,-7%,-1%
Cc1c(Cl)c(C(=O)NNC(=S)Nc2ccc(F)cc2)nn1C,20µM*,6%[9.22 µM],0%,-6%,-8%,3%[10 µM],3%,7%
CCOC(=O)C1(C)C(C(=O)OC)=C(c2ccc(OC)cc2)c2ccccc2N1C(=O)OC (stereo unspecified),·,·,-6%[81.3 µM],-12%[81.4 µM],·,-46%[inhibitor],13%[81.3 µM],?
CC(C)N1C(=O)CCC1C(=O)NC1CCCC1 (stereo unspecified),6%,12%,-5%,-9%,-4%,-12%[0.074 µM],-9%,6%
CS(=O)(=O)N(CC(=O)N1CCN(c2ccc(F)cc2)CC1)C1CCCCC1,4%,4%,-6%,8%,-23%,-5%,-4%,3%
O=C1CCC(=O)N1OCCOc1ccc2c(c1)CCC2,-6%,-1%,3%,-14%,?,5%,8%,-14%

# Complete entries, looked up by structure:
# Cn1c(Cc2cccs2)nnc1SC/C=C/c1ccccc1 is listed with JMJD2E inh: -1%; HttQ103 aggreg: -2%; Tau fluor counter: -2%; Tau ThT inhib: -14%; SMN2 splice up: -19%; HTT ATP protect: 0%[10 µM]; Tau fibril FP: 7%; ALDH1A1 inh: -5%
# Cc1nnc(NC(=O)C2CCCN(S(=O)(=O)Cc3ccccc3)C2)s1 (stereo unspecified) is listed with JMJD2E inh: 2%; HttQ103 aggreg: -3%; Tau fluor counter: -12%; Tau ThT inhib: -9%; SMN2 splice up: 8%; HTT ATP protect: 26%; Tau fibril FP: -13%; ALDH1A1 inh: -2%

# The list is partial; count on the stated rates, not on these rows.
